Screening results deposited in PubChem BioAssay by National Center for Advancing Translational Sciences (NCATS).
Giardia killer – Giardia lamblia killing | Giardia lamblia trophozoite viability | activity change, % at 7.66 µM, hits read low | hit rate 0.15% among 340,000; in the data active means activity change below about -80%; inconclusive means between about -30% and that limit;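 further: parasites exposed to compound for two days anaerobically before the ATP read; on the % scale 0 is the no-effect control and ±100 the full control effect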
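Trophozoites 100 cells/well + cpd; 48 hrs, 37 deg C, anaerobic. ATPLite 1-Step added, 15-30 min RT, luminescence read (ATP-based viability).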
TSG101-PTAP inh – blocks PTAP/TSG101 interaction to inhibit HIV-1 budding. 340,000 tested, under 10 active. AID 493005. Q99816. Potency, µM (doses to about 115 µM), for inactives: at the top dose activity change, negative = inhibition, most hits filed as inhibitors. Fluorescence polarization, FITC-PTAP peptide / Tsg101 binding; active means well fitted inhibition curve with a large enough effect in the main read-out, with a control signal flat, not every such curve was filed as active; inconclusive means small, poorly fitted or top-dose-only effect, or effect the other way, or a change in a side signal; inactive means no such curve, though single readings can be large or run the other way; further: potency means the concentration at half of the fitted maximal effect; % of control where 0% means no effect
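Fluorescence polarization binding of Tsg101 binding domain (10 uM final) to FITC-labeled PTAP peptide (50 nM final) in HEPES pH 7.5 buffer with NaCl, Tween 20, EDTA, TCEP. Compounds added before peptide; binding 20 min at RT.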
Coupling enz – counter-screen for Giardia aldolase inhibitors: coupling enzyme system; coupling enzyme system counterscreen, AmpLite Red fluorescence; activity change, negative = inhibition, % at 58.2 µM, hits read low; hit rate 0.67% among 290,000; AID 2472; in the data active means activity change below about -30%; further: on the % scale 0 is the no-effect control and ±100 the full control effect
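Final compound at 57.5 uM, incubated 10 min at RT with coupling enzyme reagent (glyceraldehyde-3-phosphate), then 20 min with substrate and AmpLite Red detection. Fluorescence read at 525/598 nm; tests interference with the coupling assay, not aldolase inhibition.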
S-ASM inh – blocks human secretory acid sphingomyelinase | P17405 | placental ASM, HMU-PC fluorogenic substrate, 60 min | Potency, µM (top dose mostly 57.5 µM), inactives show at the highest dose activity change, negative = inhibition, hits mostly inhibitors | hit rate 0.006% among 340,000 | AID 504937; further: potency means the concentration at half of the fitted maximal effect
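Fluorogenic HMU-PC substrate (9 uM final) is turned over by placental ASM in 60 min at 37 C after a 10 min compound preincubation. Reaction ended by alkaline stop (pH 10), with fluorescence read at 386/447 nm.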
GALK inh – inhibitors of human galactokinase. hit rate 0.007% among 270,000. Potency, µM (series often up to 57.5 µM), for inactives: at the top dose activity change, negative = inhibition, usual class: inhibitors. AID 1868. Purified GALK, Kinase-Glo residual ATP luminescence. P51570; further: potency means the concentration at half of the fitted maximal effect; on the % scale 0 is the no-effect control and ±100 the full control effect
Target sequence (P51570 whole entry, looked up): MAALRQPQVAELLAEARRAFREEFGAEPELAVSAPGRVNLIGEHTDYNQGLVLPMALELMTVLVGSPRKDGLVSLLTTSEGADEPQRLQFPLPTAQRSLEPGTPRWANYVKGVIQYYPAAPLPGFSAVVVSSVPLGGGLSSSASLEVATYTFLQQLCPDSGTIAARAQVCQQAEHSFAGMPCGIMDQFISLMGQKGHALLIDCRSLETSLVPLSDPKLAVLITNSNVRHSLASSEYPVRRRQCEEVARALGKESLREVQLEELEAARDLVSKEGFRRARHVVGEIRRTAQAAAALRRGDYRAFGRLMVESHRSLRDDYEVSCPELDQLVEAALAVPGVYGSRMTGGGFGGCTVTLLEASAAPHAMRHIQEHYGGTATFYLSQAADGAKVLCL
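Luminescence from leftover ATP (Ultra-Glo luciferase/luciferin) served as read-out after a 1 h room-temperature reaction of 5 nM GALK with 35 uM ATP and 100 uM galactose.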
a7 integrin act – integrin-mediated muscular dystrophy alleviation activation; alpha7betagal myoblasts, beta-gal FDG fluorescence, 48 h; Potency, µM (highest dose often 38.3 µM), without a hit: at the highest dose activation, actives largely listed as activators; hit rate 0.064% among 350,000;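 further: potency means the concentration at half of the fitted maximal effect; 100% = response of the positive control SU9516; nearly all actives have a fitted effect of over 60% in size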
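alpha7betagal+/- myoblasts (passage 13, 250/well) treated 48 h at 37C with compounds at 1:260 dilution of DMSO stock. Lysed, then beta-galactosidase activity read as FDG fluorescence (ex 480/em 540) after 30 min, with pre-read for autofluorescence.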
BCR signal inh – chronic active BCR signaling inhibition; Potency, µM (titrated, usually from 46.1 µM), inactives show at the top dose ratio change, negative = lower green/red ratio, most hits filed as inhibitors; ABC-DLBCL IkBa-CBG/CBR reporter, luminescence ratio, 4 h; hit rate 0.05% among 340,000; AID 493014; active means well fitted inhibition curve with a large enough effect in the signal ratio, with a control signal flat, not every such curve was filed as active; inconclusive means small, poorly fitted or top-dose-only effect, or effect the other way, or a change in a side signal; the % refers to the signal ratio;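 further: potency means the concentration at half of the fitted maximal effect; plate controls were basal doxycycline-induced cells for no effect and cells given 10 µM MG132 for full effect; MG132 reads +100%, hits lower the ratio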
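Cell line TMD8 (human ABC DLBCL), stably expressing tet-inducible CBG68-IkBa fusion and CBR; IMDM/0.5% FBS; cpd up to 46 uM; dox induction, 4 h, 37C/5% CO2; dual luminescence; green/red ratio; MG132 control.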
Tb PFK block – inhibitors of T. brucei phosphofructokinase; O15648; T. brucei PFK, ADP-Glo luminescence; Potency, µM (top dose mostly 57.5 µM), without a hit: at the top dose activity, negative = inhibition, most hits filed as inhibitors; hit rate 0.17% among 330,000; AID 485367;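 further: potency means the concentration at half of the fitted maximal effect; 0% = uninhibited 1x PFK enzyme wells and -100% = no-enzyme wells; nearly all actives have a fitted effect of over 60% in size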
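1.25 nM PFK with 0.5 mM F6P and 0.1 mM ATP in 0.1 M TEA pH 8.0, 5 mM MgCl2, incubated 45 min at room temperature; ADP measured by ADP-Glo luminescence; compounds titrated up to 57 uM.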
B2AR arrestin – recruits beta-arrestin to the human beta2-adrenergic receptor; P07550; beta-arrestin recruitment to beta2AR, cell-based reporter; Potency, µM (series often up to 46.1 µM), inactives show at the highest dose activation, usual class: activators; hit rate 0.02% among 330,000; AID 492947;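 further: potency means the concentration at half of the fitted maximal effect; 0% = DMSO controls and full agonism = EC100 isoproterenol or metaproterenol; nearly all actives have a fitted effect of over 65% in size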
Menin MLL FP TR – menin-MLL binding inhibition, Texas Red mutant peptide; AID 1768; Menin + Texas Red MLL mutant peptide, fluorescence polarization; hit rate 0.23% among 270,000; Potency, µM (highest dose often 61.6 µM), inactives show at the highest dose FP activity change, negative = inhibition, actives largely listed as inhibitors; active means well fitted inhibition curve with a large enough effect in the polarisation, with a control signal flat, not every such curve was filed as active; inconclusive means small, poorly fitted or top-dose-only effect, or effect the other way, or a change in a side signal; inactive means no such curve, though single readings can be large or run the other way; the % refers to the polarisation; further: potency means the concentration at half of the fitted maximal effect; % of control where 0% means no effect; many of its hits are not listed in these tables
Target sequence (O00255 whole entry, looked up): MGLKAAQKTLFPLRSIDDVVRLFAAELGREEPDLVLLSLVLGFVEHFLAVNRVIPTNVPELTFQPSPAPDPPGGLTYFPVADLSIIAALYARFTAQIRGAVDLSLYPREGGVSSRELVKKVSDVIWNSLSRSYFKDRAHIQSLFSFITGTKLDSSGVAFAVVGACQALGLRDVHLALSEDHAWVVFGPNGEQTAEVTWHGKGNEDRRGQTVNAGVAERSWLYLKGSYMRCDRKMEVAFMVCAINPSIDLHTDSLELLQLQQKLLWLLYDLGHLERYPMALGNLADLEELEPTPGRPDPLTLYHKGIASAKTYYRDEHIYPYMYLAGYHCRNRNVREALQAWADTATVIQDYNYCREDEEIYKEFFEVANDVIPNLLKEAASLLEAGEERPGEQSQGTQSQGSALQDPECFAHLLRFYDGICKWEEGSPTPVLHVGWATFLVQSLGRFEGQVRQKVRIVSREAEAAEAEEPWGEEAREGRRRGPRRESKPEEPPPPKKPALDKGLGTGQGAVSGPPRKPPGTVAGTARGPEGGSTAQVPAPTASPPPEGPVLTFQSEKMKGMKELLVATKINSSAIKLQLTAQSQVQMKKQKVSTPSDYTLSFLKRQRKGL
PKM2 act – PKM2 (human) enzyme activation | P14618 | purified PKM2, Kinase-Glo ATP luminescence, activation; response scale: 0% is enzyme alone, no compound | Potency, µM (titrated, usually from 57.5 µM), for inactives: at the top dose activation, hits mostly activators | hit rate 0.34% among 260,000 | AID 1631; further: potency means the concentration at half of the fitted maximal effect; on the % scale 0 is the no-effect control and ±100 the full control effect; nearly all actives have a fitted effect of over 55% in size
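Purified hPK-M2 (>95% pure) converted ADP (0.1 mM final) to ATP with 0.5 mM PEP in 50 mM imidazole pH7.2, KCl, MgCl2, Tween 20, BSA; 1 h at room temperature. ATP detected by Kinase-Glo luminescence.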
* marks the source's active call; other numbers are inactive results; i = inactive; ? = inconclusive; · = no result given; [ ] = dose if it differs, or a comment. Unless noted, the call rests on the fitted dose curve; in most records, active means well fitted curve in the direction sought with a large enough effect; inconclusive means small, poorly fitted or top-dose-only effect, or another doubt; inactive means no such curve, though single readings can be large; an effect the other way counts as inactive or inconclusive. Some of the compounds tested. The share of hits here may be higher or lower than overall.

SMILES	Giardia killer	TSG101-PTAP inh	Coupling enz	S-ASM inh	GALK inh	a7 integrin act	BCR signal inh	Tb PFK block	B2AR arrestin	Menin MLL FP TR	PKM2 act
CSc1ccc(CCNC(=O)CSc2ccsc2[N+](=O)[O-])cc1	?	-6.3%	-0.2	0.2%	-0.4%	7.4%	17.9%	-4.2%	0.1%	·	-0.2%
O=C1NCC(=O)N2C(c3ccccc3)c3[nH]c4ccccc4c3C[C@@H]12 (stereo not given in full)	-12.0	-2.5%	5.1	-4.5%	·	-12.0%	-5.2%	-6.7%	0.5%	18.2%	·
CCOc1ncccc1C(=O)NNC(=O)c1cccc(S(=O)(=O)Nc2ccccc2OC)c1	2.4	-1.4%	·	-1.5%	·	-8.8%	-0.6%	0.9%	-0.1%	·	·
CCN(CC)CCNC(=O)c1cc2c(=O)n(C)c3ccccc3c2s1	10.0	-12.4%	2.5	7.2%	·	-68.8%[inhibitor]	?	0.2%	0.5%	-14.7%	·
COc1ccsc1C(=O)N1CCN(Cc2ccc3c(c2)OCO3)CC1	13.0	-5.6%	0.0	3.2%	-1.4%	2.6%	?	-4.7%	-0.1%	-8.6%	1.3%
S=C(NCc1ccccc1)Nc1ccncc1	14.0	0.3%	-2.5	-2.0%	-3.7%	-30.4%	-0.7%	-1.6%	-1.3%	9.7%	-1.7%
Cc1cc2c(ncn2Cc2ccccc2)c(NS(C)(=O)=O)c1C	-3.4	-7.8%	-2.3	-1.8%	3.0%	0.4%	-8.2%	-5.6%	0.2%	-25.8%	-13.3%
CCOCCCNC(=O)c1cc(Sc2ccc(C)cc2)nc2ccccc12	-1.1	-0.2%	-1.8	-2.1%	0.9%	11.2%	2.1%	-2.6%	-0.8%	9.3%	-1.3%
CCOc1ccc(Nc2ccnc3cc(Cl)ccc23)cc1	-15.0	-1.2%	-0.2	-0.7%	-1.8%	-28.0%	4.2%	0.9%	-0.7%	·	5.4%
COc1ccc(C(=O)Nn2c(SCC(=O)NCc3ccccc3)nc3ccccc3c2=O)cc1	-5.0	-8.2%	11.0	-8.7%	0.0%	-14.1%	?	-2.3%	-2.8%	-14.0%	-4.8%
CCOc1ccc(OCC)c(S(=O)(=O)NCCCN2CCOCC2)c1	1.6	-7.1%	2.4	3.2%	-0.8%	1.6%	?	2.9%	2.1%	-14.7%	9.9%
O=C(Nc1ccc(Cl)cc1)Nc1ccc(-c2cnco2)cc1	8.1	-6.7%	1.3	-0.2%	-2.8%	-21.1%	?	0.7%	-0.6%	?	·
Cc1cccc(NC(=O)C2(c3ccccc3)CC2(Cl)Cl)c1 (stereo not given)	-0.9	-2.6%	-8.2	-12.6%	·	11.2%	?	1.6%	-0.2%	?	4.2%
Cc1cccn2cc(CSc3nnc(Nc4ccc(C(C)C)cc4)s3)nc12	?	-1.3%	-2.1	-6.1%	-1.4%	24.8%	?	-1.3%	-0.1%	-17.1%	21.8%
COC(=O)c1sc(=S)n(-c2cc(F)ccc2F)c1N	-8.5	-6.4%	0.6	-3.5%	-0.8%	-7.5%[7.66 µM]	?	-3.8%	-1.1%	-26.7%	-0.1%
COc1ccc(-c2noc(Cc3ccc(Cl)cc3)n2)cc1OC	-5.5	3.2%	-1.6	-4.0%	-2.3%	-2.1%	?	-0.3%	0.4%	?	0.0%
Cc1ccc(CNC(=O)c2ccc(Cl)cc2[N+](=O)[O-])cc1	-0.4	-3.3%	0.2	3.7%	3.8%	5.2%[7.66 µM]	9.2%	-1.5%	-0.1%	-5.6%	-2.4%
CCOC(=O)c1sc(Nc2ccc(C)cc2C)nc1C	10.8	-4.0%	-1.0	-1.7%	-0.9%	-19.7%	?	4.2%	0.0%	·	0.1%
CC(=O)/C(C#N)=C1\NC(=O)C(Cc2ccc(C)c(Cl)c2)S1 (stereo not given)	-5.0	-7.8%	13.8	-0.7%	·	22.4%	?	0.8%	-0.9%	·	-2.2%
O=C(Nc1nnc(COc2ccc(F)cc2)s1)c1ccco1	-16.6	-6.1%	0.2	2.2%	-0.9%	-19.9%	10.1%	-0.6%	-0.9%	·	-4.7%
CC1(C)C(=O)C2(CCCCC2)C(=O)OC1c1ccc(O)cc1 (stereo not given)	21.2	-0.3%	0.9	-0.6%	4.8%	-20.6%[7.66 µM]	3.1%	-1.4%	-0.2%	12.9%	-0.4%
CN1CCN(C(=O)/C=C/c2cccc(Cl)c2)CC1	-27.5	0.7%	0.6	4.8%	-0.8%	24.7%	7.2%	2.5%	-0.9%	-8.6%	-1.3%
COCCn1c(SCC(=O)N2CC(=O)Nc3ccccc32)nc2ccccc21	-5.3	-9.8%	-1.9	8.5%	-0.1%	18.9%	-2.4%	-5.8%	-0.2%	-5.3%	2.7%
CC(C)CC1(C)NC(=O)N(CC(=O)Nc2ccc3c(c2)CCC3)C1=O (stereo not given)	10.8	2.8%	0.5	-0.6%	-3.2%	-10.6%	-18.3%	-0.1%	0.3%	11.9%	-8.9%
Nc1ccc2c(c1)OC1(CCCCC1)O2	-2.0	-1.9%	-8.1	4.1%	-0.4%	15.2%	11.2%	0.4%	0.0%	-9.8%	-1.9%

Going on with the list.
SMILES	Giardia killer	TSG101-PTAP inh	Coupling enz	S-ASM inh	GALK inh	a7 integrin act	BCR signal inh	Tb PFK block	B2AR arrestin	Menin MLL FP TR	PKM2 act
CCCOc1ccc(C(CC(=O)O)NC(=O)c2sc3ccccc3c2Cl)cc1 (stereo not given)	12.8	-0.4%	3.1	-1.6%	-1.3%	-1.6%	?	-2.6%	2.4%	-4.1%	3.1%
FC(F)(F)c1ccc(Sc2n[nH]c(C(F)(F)F)n2)nc1	20.0	-3.6%	7.9	12.4%	-1.1%	16.8%	?	0.1%	-0.8%	·	-0.9%
CC(NC(=O)OC(C)(C)C)C(=O)Oc1ccc2ccc(=O)oc2c1 (stereo not given)	-6.7	-0.9%	6.2	i	0.8%	17.5%	-0.8%	-3.8%	0.0%	1.0%	1.2%
C/C(=N/NC(=O)c1sc(NS(=O)(=O)c2ccccc2)nc1C)c1ccccc1	2.4	-0.3%	5.2	6.5%	-4.6%	?	?	-3.9%	-0.5%	27.6%	7.1%
O=C(CCCCC(=O)NCCCc1ccccc1)NCCCc1ccccc1	?	0.1%	2.1	5.1%	2.3%	?	0.0%	-0.2%	0.2%	-0.1%	-2.4%
NC(=O)N/N=C/C=C/c1ccc(F)cc1	2.5	-2.0%	1.4	-0.3%	-0.1%	-0.9%	-4.6%	-1.3%	-0.3%	·	-7.2%
O=C1c2ccccc2CCC1C(O)c1ccccn1 (stereo not given)	2.7	-5.6%	3.3	2.5%	3.2%	-28.8%	-4.3%	-2.4%	-0.2%	2.4%	-3.0%
CSc1ccc(CN2CCC(Oc3cccc(C(=O)N4CCCC4)c3)CC2)cc1	0.6	-1.0%	·	5.5%	4.2%	-15.5%	-6.4%	1.5%	-0.1%	·	-2.4%
COc1ccc2nc(N3CCCCC3)c(/C=C3\SC(=S)NC3=O)cc2c1	-2.9	3.0%	6.2	-12.4%	-12.3%	20.1%	-0.8%	1.7%	0.2%	·	1.7%
CCOc1ccc(CN2CCN(Cc3c[nH]c4ccccc34)CC2)cc1	-8.0	-2.4%	1.2	2.7%	4.4%	-54.5%	-4.6%	-5.7%	-0.8%	?	·
CCOc1ccc(Nc2nc(Cc3nnc(SCC(=O)NCc4ccco4)n3CC)cs2)cc1	-21.9	-5.3%	-2.2	-3.6%	-3.1%	-13.5%	-14.8%	0.1%	0.5%	-17.1%	13.8%
Cn1nc(C(=O)NCc2ccccc2)c2ccccc2c1=O	2.7	-2.6%	4.9	-1.9%	-3.6%	-19.7%	11.7%	-0.2%	-0.2%	-6.1%	-0.7%
Cc1ccc(S(=O)(=O)/N=C(/NC(=S)Nc2cccc(C)c2)c2ccccc2)cc1	-2.3	-3.9%	0.8	-2.7%	-0.5%	29.5%	?	1.2%	4.2%	-0.5%	-0.7%
CN1CCC(Oc2ccccc2Sc2ccc(C(F)(F)F)cc2)CC1	14.9	-1.7%	-5.3	-3.5%	0.6%	-11.1%	?	-0.6%	-0.5%	-20.6%	1.9%
O=C(Nc1c2n(c(=S)n(-c3ccccc3)c1=O)CCCCC2)c1ccccc1	4.0	0.2%	4.2	3.1%	12.1%	15.2%	-9.8%	3.8%	0.2%	17.2%	?
